p97 ATPase inh = blocks human p97 ATPase activity. P55072. recombinant p97 ATPase, Kinase-Glo ATP luminescence, 3 h. inhibition, % at 8 µM. 0.42% of 220,000 active; in the data active means inhibition above about 15%;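 further: 0% = DMSO vehicle and 100% = wells lacking enzyme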
NCF1 inh = blocks human p47phox regulatory protein of NADPH oxidases; p47phox/p22phox peptide binding, fluorescence polarization, 2 h; inhibition, % at 24.7 µM; 0.53% of 220,000 active;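 active means inhibition above about 30%, limit read from the data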;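 further: 0% = p47phox with labelled peptide and 100% = labelled peptide alone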
Target sequence (P14598 whole entry, looked up): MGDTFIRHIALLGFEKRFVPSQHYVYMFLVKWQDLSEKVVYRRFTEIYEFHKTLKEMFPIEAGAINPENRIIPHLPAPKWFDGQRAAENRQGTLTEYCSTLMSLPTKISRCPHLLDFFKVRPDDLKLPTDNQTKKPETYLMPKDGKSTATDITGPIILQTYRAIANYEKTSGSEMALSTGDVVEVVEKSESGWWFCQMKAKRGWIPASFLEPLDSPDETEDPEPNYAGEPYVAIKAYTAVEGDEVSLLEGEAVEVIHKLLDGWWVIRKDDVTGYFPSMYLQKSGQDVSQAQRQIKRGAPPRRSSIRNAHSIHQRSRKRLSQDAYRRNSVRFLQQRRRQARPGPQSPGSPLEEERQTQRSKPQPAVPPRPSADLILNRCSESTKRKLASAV
TbHK1 inh = blocks Trypanosoma brucei hexokinase 1 activity | 0.11% of 220,000 active | inhibition, % at 10 µM | AID 1430 | recombinant TbHK1, G6PDH-coupled NADH A340;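 active means inhibition of 50% or more in the single-dose primary screen; inactive means inhibition below 50%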
EP2 antag = blocks the human prostaglandin E2 receptor EP2; P43116; C6 glioma cells expressing human EP2, cAMP TR-FRET; cells stimulated with saturating PGE2; inhibition, % at 25 µM; 0.52% of 260,000 active;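 active means percent inhibition above 40 after rounding to a whole number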;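 further: rat C6 glioma host cells with rolipram phosphodiesterase inhibitor present; the protocol text gives 20 µM as final concentration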
Furin inhibitor = inhibitors of human furin; purified furin, fluorogenic substrate cleavage; AID 463115; inhibition, % at 30 µM; 0.061% of 220,000 active; in the data active means inhibition above about 25%; further: inactives centre near -15
Target sequence (P09958 108-714 limits assumed): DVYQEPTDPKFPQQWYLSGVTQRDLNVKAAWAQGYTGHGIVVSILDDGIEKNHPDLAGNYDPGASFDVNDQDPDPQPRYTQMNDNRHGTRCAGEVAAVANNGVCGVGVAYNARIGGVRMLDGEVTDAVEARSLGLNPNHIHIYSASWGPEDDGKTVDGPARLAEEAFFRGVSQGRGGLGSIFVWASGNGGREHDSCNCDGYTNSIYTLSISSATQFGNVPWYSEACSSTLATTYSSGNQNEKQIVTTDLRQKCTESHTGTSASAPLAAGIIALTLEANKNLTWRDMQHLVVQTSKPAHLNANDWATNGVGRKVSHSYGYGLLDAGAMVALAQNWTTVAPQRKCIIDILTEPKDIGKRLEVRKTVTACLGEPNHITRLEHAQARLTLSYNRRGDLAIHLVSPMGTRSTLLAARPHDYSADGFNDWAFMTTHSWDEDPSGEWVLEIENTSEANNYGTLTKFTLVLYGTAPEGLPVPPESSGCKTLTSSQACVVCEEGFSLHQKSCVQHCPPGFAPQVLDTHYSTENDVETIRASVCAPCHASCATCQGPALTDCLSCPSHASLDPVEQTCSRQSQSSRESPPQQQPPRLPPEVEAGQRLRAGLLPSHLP
Ba/F3 V617F tox = lowers viability of Ba/F3 cells expressing EpoR and JAK2V617F | 1.1% of 220,000 active | inhibition, % at 5.6 µM | ATP luminescence;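 active means inhibition above the campaign mean plus 3 SD over all tested compounds, cut at about 24% in these data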;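 further: cytokine-independent growth of Ba/F3 cells driven by EpoR plus mutant JAK2; 0% = DMSO-treated cells and 100% = JAK inhibitor I control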
PPC-1+TRAIL kill = PPC-1 cancer cell killing with TRAIL present | 0.41% of 220,000 active | AID 1443 | PPC-1 cells + TRAIL, ATPLite viability luminescence | cell killing (% activity), % at 4 µM;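 active means cell killing above 50% in the first pass at 4 µM, then a duplicate retest at 5 µM averaging 50% or more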;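 further: plate controls were cells with TRAIL plus DMSO for no effect and medium-only wells lacking cells for full effect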
BaF3 parental = parental Ba/F3 viability inhibition as JAK2V617F counter-screen | 1.1% of 220,000 active | CellTiter-Glo ATP luminescence | inhibition, % at 5.6 µM;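 active means inhibition above a per-campaign cutoff, the mean inhibition of all tested compounds plus 3 SD, cut at about 27% in these data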;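 further: 0% = DMSO wells and 100% = JAK Inhibitor I control wells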
RBBP9 inh = human RBBP9 hydrolase inhibition; 0.2% of 220,000 active; recombinant RBBP9, FP-Rh probe fluorescence polarization; O75884; inhibition, % at 7.94 µM;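 active means inhibition above the campaign mean of all tested compounds plus 3 SD, cut at about 14% in these data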;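 further: plate controls were DMSO wells with RBBP9 for no effect and wells lacking RBBP9 protein for full effect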
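System: RBBP9 protein / Buffer or medium: Tris/NaCl buffer pH 8.0 with 0.1% Pluronic / Probe or stimulus: Serine-hydrolase probe FP-Rh, 375 nM pre-mixing / Dosing: 7.94 µM single dose, 0.794% DMSO / Times: enzyme-compound preincubation 30 min, then probe labeling 45 min, 25 °C / Technique: fluorescence polarization (mP), excitation 525 nm, emission 598 nm / Replication: singlicate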
* = called active by the depositor; · = no result given; & = joins results of further samples; [ ] = remark or other dose.

Start of the data: the first two entries, to show the layout:
SMILES	p97 ATPase inh	NCF1 inh	TbHK1 inh	EP2 antag	Furin inhibitor	Ba/F3 V617F tox	PPC-1+TRAIL kill	BaF3 parental	RBBP9 inh
Cc1ccc(S(=O)(=O)N(CC(=O)N2CCCC2)C2CCCCC2)cc1	-7	-8	12	7	-13[20 µM]	5	8	6	-2
OC1=C(O)c2nc3ccccc3nc21	2	-9	5	7	-20[20 µM]	-3	-4	0	-4

The listing, from the first entry:
SMILES	p97 ATPase inh	NCF1 inh	TbHK1 inh	EP2 antag	Furin inhibitor	Ba/F3 V617F tox	PPC-1+TRAIL kill	BaF3 parental	RBBP9 inh
Cc1ccc(S(=O)(=O)N(CC(=O)N2CCCC2)C2CCCCC2)cc1	-7	-8	12	7	-13[20 µM]	5	8	6	-2
OC1=C(O)c2nc3ccccc3nc21	2	-9	5	7	-20[20 µM]	-3	-4	0	-4
Cc1cccc(C(C)(C)C)c1OCCn1ccnc1	0	2	-3	8	15[20 µM]	-1	18	1	3
COc1ccccc1-c1nnc(NC(C)=O)s1	-5	-9	-2	14	-17	3	6	8	-10
CCOC(=O)c1[nH]c2cc3c(cc2c1NC(=O)CN1CCCC1)OCO3	9	-6	-49	8	-49	-3	12	-3	5
COc1ccc(N2CCN(S(=O)(=O)c3cn(C)c(=O)n(C)c3=O)CC2)cc1	6	-1	0	4	-23	-1	20	0	4
CC(/C=C/c1ccccc1F)=N\NC(=O)c1cccc(F)c1	8	-2	-28	16	-24	-3	29	3	-1
Cc1ccc(NC(=O)c2cc(F)c(F)cc2Cl)nc1	5	-1	-1	8	-25	0	20	10	-4
COc1ccc(Oc2ncnc3c2ncn3Cc2ccccc2)cc1	-4	-10	-4	13	-20[20 µM]	-2	-13	1	-8
COc1ccc(/C=C2/SC(=O)N(CCC(=O)Nc3ccc(C)cc3)C2=O)cc1OC	7	-3	-9	14	6	-3	5	-1	-2
CN1CCN(c2nc(Nc3ccccc3)nc(N)c2[N+](=O)[O-])CC1	5	-6	-38	5	-6	3	-5	-6	-6
Cc1cc(N2CCC3(CC2)OCCO3)n2nc(C)c(-c3ccc(Cl)cc3)c2n1	5	·	-9	·	-5[20 µM]	-5	·	0	0
CCc1cccc(C)c1NC(=O)N(C)C1CCCCC1	-4	1	-3	1	-15	2	1	1	-11
Cc1cc(C)cc(NC(=S)NC2CC3CCCC(C2)N3CC(C)C)c1 (stereo not given)	3	-6	0	7	-19	1	19	9	-1
Cc1cc(C)nc(N2CCCC(C(=O)NCCC3=CCCCC3)C2)n1 (stereo not given)	1	2	-3	1&12	-29	-2	1	-1	-5
Cc1ccc(NC(=O)C2CCCN(S(=O)(=O)c3cnc[nH]3)C2)cc1C (stereo not given)	-4	-4	-8	14	-21	-2	2	2	-3
C=Cn1c(N2CCOCC2)nc2c1c(=O)[nH]c(=O)n2C	-9	-2	5	13	-5[20 µM]	4	-4	2	-15
Cc1cc([N+](=O)[O-])nn1CC(=O)Nc1cc(F)ccc1F	-2	5	0	5	-15	3	8	8	2
COc1ccc(C)cc1S(=O)(=O)N(C)CC(=O)NC1CC1	2	-1	-3	9	-17[20 µM]	-1	0	4	7
Cc1ccc(OC(=O)c2ccc(C)c([N+](=O)[O-])c2)cn1	-7	-9	7	8	-6	7	23	9	-1
c1ccc(CN2CCOCC2)cc1	-4	0	-1	4	-14[20 µM]	5	16	5	-9
Cn1cccc1C(=S)N=P(C1CCCCC1)(N1CCOCC1)N1CCOCC1	4	-14	-15	5	-13	-4	-8	-1	2
Cc1cccc(OCC(=O)N/N=C\c2cn(C)c3ccccc23)c1	-4	-7	-14	15	-21	1	4	14	-6
O=C(O)c1cn(C2CC2)c2cc(N3CCOCC3)c(F)cc2c1=O	3	·	-15	·	-1[20 µM]	-1	·	3	8
CCCCCC(O)(CCN1CCCCC1)c1ccc(OCC)cc1 (stereo not given)	4	2	5	5	-17	4	·	8	3
O=C(Nc1cc(Cl)ccc1O)c1snnc1-c1ccccc1	-1	-17	-3	9	-14[20 µM]	-3	15	2	-6
COc1ccc(Oc2coc3cc(OC(=O)N4CCOCC4)ccc3c2=O)cc1	1	-5	0	8	-14[20 µM]	-4	22	4	-6
CCOC(=O)Cc1nnc(NC(=O)c2ccccc2OCC)s1	-6	0	-2	4	-15	3	10	2	-11
O=C(Nc1ccc(-c2nc3ccccc3s2)cc1)c1cc(-n2cnnc2)ccc1Cl	-2	-4	-13	8	-22[20 µM]	7	35	3	-28
COc1ccc(-c2cc(C(=O)OCC(=O)Nc3ccc4c(c3)OCO4)c3ccccc3n2)cc1	1	-6	-4	7	-9	-3	31	4	-8
Cc1ccccc1C(=O)NNC(=O)Nc1ccccc1	8	0	3	3	-25	1	-1	9	-1
Cc1cc(C)c(S(=O)(=O)N2CCCCC2)cc1N(C)S(=O)(=O)c1ccc(Cl)cc1	-3	-8	9	8	-8[20 µM]	0	22	4	-11
Cc1cccc(CN2CCN(C(=O)CCc3nnc(C4CCCCC4)o3)CC2)c1	6	-12	-3	6	-21	-4	9	1	0
Cn1ncc(Cl)c1C(=O)Nc1cc(C(F)(F)F)ccc1F	-4	1	-12	3	-17[20 µM]	-2	20	1	4
Cc1ccc(S(=O)(=O)N2CCOCC2)cc1NC(=O)COC(=O)c1cc(=O)c2ccccc2o1	0	-7	-2	9	-15	2	-5	6	-1
O=C1NCCN1C(=O)c1ccco1	-2	-14	9	5	-4	1	-1	3	0
O=C(NC(=S)N1CCN(C/C=C/c2ccccc2)CC1)c1ccc(Cl)nc1	6	-8	-7	2	-21	-4	2	0	5
Cc1cc(C)nc(N/N=C/c2sccc2C)n1	-4	-6	-49	6	-5	4	-6	9	2
O=C(Nc1ccc(-c2csc(Nc3ccc(Cl)cc3)n2)cc1)c1cccc(C(F)(F)F)c1	·	-7	-34	15	-26	·	-5	·	·
CCOc1cc(C2C(C#N)=C(N)OC(C)=C2C(C)=O)cc(Br)c1O (stereo not given)	8	-33	-4	10	-13[20 µM]	-4	11	1	-3
COC(=O)c1sc(NC(=O)C2CCCO2)c(C(=O)OC)c1C (stereo not given)	1	1	-3	19	-11[20 µM]	-3	1	2	-5
COC(=O)CCC(=O)Nc1nc(-c2ccccc2)cs1	14	·	-7	14	-30	-1	·	6	-11
O=C(O)COc1ccccc1/C=C1\SC(=Nc2ccc(F)cc2)N(c2ccc(F)cc2)C1=O	-7	-13	-18	3	-12	2	-22	0	-5
Cc1cc(C)nc(SCc2cc(=O)c(OC(=O)c3ccc(S(=O)(=O)N4CCCC4)cc3)co2)n1	1	-17	-6	10	-29	0	17	0	-6
COC(=O)CCCCCN1C(=O)NC(c2ccccc2)C(C(=O)OCc2ccccc2)=C1C (stereo not given)	-5	-6	2	4	-10	3	24	8	-9

Some of these compounds in order of formula weight, high to low.
SMILES	p97 ATPase inh	NCF1 inh	TbHK1 inh	EP2 antag	Furin inhibitor	Ba/F3 V617F tox	PPC-1+TRAIL kill	BaF3 parental	RBBP9 inh
Cc1cc(C)nc(SCc2cc(=O)c(OC(=O)c3ccc(S(=O)(=O)N4CCCC4)cc3)co2)n1	1	-17	-6	10	-29	0	17	0	-6
O=C(Nc1ccc(-c2csc(Nc3ccc(Cl)cc3)n2)cc1)c1cccc(C(F)(F)F)c1	·	-7	-34	15	-26	·	-5	·	·
O=C(O)COc1ccccc1/C=C1\SC(=Nc2ccc(F)cc2)N(c2ccc(F)cc2)C1=O	-7	-13	-18	3	-12	2	-22	0	-5
Cc1cc(C)c(S(=O)(=O)N2CCCCC2)cc1N(C)S(=O)(=O)c1ccc(Cl)cc1	-3	-8	9	8	-8[20 µM]	0	22	4	-11
COC(=O)CCCCCN1C(=O)NC(c2ccccc2)C(C(=O)OCc2ccccc2)=C1C (stereo not given)	-5	-6	2	4	-10	3	24	8	-9
O=C(NC(=S)N1CCN(C/C=C/c2ccccc2)CC1)c1ccc(Cl)nc1	6	-8	-7	2	-21	-4	2	0	5
Cc1cccc(CN2CCN(C(=O)CCc3nnc(C4CCCCC4)o3)CC2)c1	6	-12	-3	6	-21	-4	9	1	0
CCOc1cc(C2C(C#N)=C(N)OC(C)=C2C(C)=O)cc(Br)c1O (stereo not given)	8	-33	-4	10	-13[20 µM]	-4	11	1	-3
COC(=O)c1sc(NC(=O)C2CCCO2)c(C(=O)OC)c1C (stereo not given)	1	1	-3	19	-11[20 µM]	-3	1	2	-5
Cn1ncc(Cl)c1C(=O)Nc1cc(C(F)(F)F)ccc1F	-4	1	-12	3	-17[20 µM]	-2	20	1	4
Cc1ccccc1C(=O)NNC(=O)Nc1ccccc1	8	0	3	3	-25	1	-1	9	-1
Cc1cc(C)nc(N/N=C/c2sccc2C)n1	-4	-6	-49	6	-5	4	-6	9	2
O=C1NCCN1C(=O)c1ccco1	-2	-14	9	5	-4	1	-1	3	0

Later entries.
SMILES	p97 ATPase inh	NCF1 inh	TbHK1 inh	EP2 antag	Furin inhibitor	Ba/F3 V617F tox	PPC-1+TRAIL kill	BaF3 parental	RBBP9 inh
Cc1cc2ccccc2n2c(SCC(=O)NCC3CCCO3)nnc12 (stereo not given)	2	-4	1	12	-25	1	18	6	-2
O=C(c1ccco1)N1CCN(C(=O)c2[nH]ncc2[N+](=O)[O-])CC1	1	-13	-3	7	-15	-3	7	4	9
Clc1cccc(OCCCN2CCCC2)c1Cl	1	-7	1	11	-30	-1	14	7	-4
O=C(O)CCc1ccc(-c2cccs2)n1NC(=O)c1ccccc1Br	3	-8	-1	10	-18[20 µM]	2	-10	6	-2
OC(CNCc1ccccc1)Cn1ccc2ccccc21 (stereo not given)	3	-17	3	8	-13	4	18	4	-8
CC1=CC2=NC(=O)/C(=C\c3cccn3CCOc3cc(C)ccc3C)C(=N)N2O1	1	-62	8	10	-8	1	-9	8	-19
CN(C)c1ccc2c3c(ccc(N(C)C)c13)COC2	4	0	-6	7	-18	-1	11	4	-4
CCCCC(=O)NS(=O)(=O)c1ccc(N=NN(CC)CC)cc1	3	-3	-16	14	-16	-2	1	-4	-4
Cc1cc(C)n2c(SCC(=O)NCc3ccc4c(c3)OCO4)nnc2n1	2	-3	-10	7	-11	2	-15	-6	3
Cc1cc(C)c(OCCN(C)C)c(Cl)c1	0	-7	8	-2	-12	2	9	7	-4
COc1ccc(-n2c(N)c(C(=O)NCc3ccco3)c3nc4ccccc4nc32)cc1	-2	-33	-16	6	-22[20 µM]	3	-2	9	-2
CCn1nnnc1-c1ccc(OC)c(S(=O)(=O)NCc2ccccc2)c1	4	-5	21	9	-18	-1	24	4	-10
CCOC(=O)N/N=C\c1ccc(C)s1	4	-2	-14	3	0	0	0	6	2
CNC(=O)CCC(=O)Nc1ccc(C)cc1	6	1	1	9	-24	0	10	6	1
Cc1sc2ncnc(N3CCN(CCOc4ccc(Cl)cc4)CC3)c2c1C	-4	-13	-10	6	-2[20 µM]	11	15	31*	-4
COc1ccccc1-c1cc(C(=O)N2CCc3ccccc3C2)c2ccccc2n1	1	-26	-4	·	-6[20 µM]	1	1	4	-8
COc1ccc(N2CCN(CCCNC(=S)Nc3c(C)cccc3C)CC2)cc1	-4	-7	0	3	-22	4	-14	7	1

Screening data (PubChem)

Only part of the results is shown; count on the stated rates, not on these rows.
